Tb PYK inh: blocks Trypanosoma brucei pyruvate kinase. Q57TT1. AID 624173. Potency, µM (doses to about 76.8 µM), without a hit: at the top dose activity, negative = inhibition, usual class: inhibitors. hit rate 0.12% among 410,000. TbPYK enzyme, Kinase-Glo Plus ATP luminescence, 45 min; active = well fitted inhibition curve with a large enough effect; note: nearly all actives have a fitted effect of over 50% in size
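Luminescence from Kinase-Glo Plus, added after a 45-minute room-temperature reaction, served as the end-point read-out. The enzyme and substrate were preincubated with compound before ADP (130 uM final) initiated turnover. Concentration-effect curves came from normalized qHTS data.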
An asterisk follows results filed as active; & = joins results of further samples; [ ] = dose if it differs, or a comment. % is set by controls: 0 for no effect and ±100 for the full control effect; potency is the fitted concentration of half-maximal effect. This is a subset (hit frequency here may not be typical).

compound,Tb PYK inh
COC(=O)c1ccc(NC(=O)c2cc(S(=O)(=O)N3CCOCC3)cn2C)cc1,0%
Cc1cccc(NC(=O)C2CCCN(S(=O)(=O)c3cnc[nH]3)C2)c1C (stereo not drawn),2%
Cc1ccccc1OCC(=O)Nc1c(C)ccc2nsnc12,4%
COc1cccc(-c2cc3nc(NCCN4CCCC4)n(C)c(=O)c3s2)c1,4%
C=CC12CN(C)[C@@H]3C4CO[C@H](C[C@H]41)[C@]1(C(=O)Nc4ccccc41)[C@@H]32 (stereo partly drawn),0%
Cc1ccccc1-c1ccc2c(c1)C1c3c(-c4ccccc4)nnn3-c3ccccc3C(=O)N1CC2 (stereo not drawn),2%
CC(C)(CO)CN1CCC(n2nccc2NC(=O)C2CCOC2)CC1 (stereo not drawn),-3%
COc1cc(OC)cc(C(=O)OCC(=O)Nc2nnc(-c3ccccc3)o2)c1,-8%
CC(C)(C)OC(=O)N1CCC(c2c(C(=O)N3CCC(c4ccccc4)C3)cnn2-c2cccc(Cl)c2)CC1 (stereo not drawn),5%
COc1ccc(S(=O)(=O)N2CCCCC2)cc1NC(=O)Cc1ccc(Br)cc1,-4%
CC(C)CNc1nc(Oc2ccc(OCC(N)=O)nn2)nc(N2CCOCC2)n1,2%
CC(C)C1Cc2[nH]c(=S)[nH]c(=O)c2C(c2ccc(F)cc2)O1 (stereo not drawn),-4%
COC(=O)c1[nH]nc(-c2ccccc2)c1-c1ccccc1,-3%
CC[C@@H]1OC(=O)C[C@H](O)[C@@H](C)[C@@H](O[C@H]2O[C@@H](C)[C@H](O[C@@H]3C[C@](C)(O)[C@H](O)[C@@H](C)O3)[C@@H](N(C)C)[C@@H]2O)[C@@H](C=O)C[C@@H](C)C(=O)/C=C/C(C)=C[C@@H]1CO[C@H]1O[C@@H](C)[C@H](O)[C@H](OC)[C@@H]1OC,3%
CN(C)CCOC1=Cc2ccccc2Sc2ccc(Cl)cc21,-4%
Fc1ccc(N2CCN(c3ncnc4c3nc3n4CCCC3)CC2)cc1,-2%
CC1(C)NC(=S)C(C)(C)N1N=O,2%
C=CCN(CC=C)Cc1cc(=O)oc2cc(OC)c(Cl)cc12,0%
Cc1ccc(-n2c3nc(=O)n(C)c(=O)c-3cc3ccccc32)c(C)c1,-6%
CCS(=O)(=O)N1CCc2cc(C(=O)Nc3cccc(C)c3C)ccc21,2%
CCOc1ccc2nc(NC(=O)c3nc(SCc4ccc(C)cc4)ncc3Cl)sc2c1,-2%
CC(C(O)c1cc(=O)c(OCc2ccccc2)co1)[N+](=O)[O-] (stereo not drawn),-9%
COc1ccccc1CNC(=O)COCc1cc(-c2cccs2)on1,-4%
Nc1cccc(N=[N+]([O-])c2cccc(N)c2)c1,2%
CCCCN(C)CCNC(=O)c1ccc2c(c1)NC(=O)CN2,2%
Cc1cccc(C(=O)NC2CCN(S(=O)(=O)c3cccc(F)c3)CC2)c1,9%
COc1ccc(Br)cc1CNC(=O)C1CCCN(S(=O)(=O)N2CCC(C)CC2)C1 (stereo not drawn),-1%
CC1=C(C(=O)Nc2ccccc2)C(c2ccncc2)n2nc(SCc3ccccc3Cl)nc2N1 (stereo not drawn),-1%
O=C(Nc1ccc(Cl)cc1C(F)(F)F)c1cc(S(=O)(=O)N2CCOCC2)ccc1F,0%
CCCCN(CC)C(=O)CCCn1c(=O)c2cccn2c2ccccc21,3%
CC(=O)c1ccccc1OCC(O)Cn1c(CO)nc2ccccc21 (stereo not drawn),8%
Cc1nn2c(=O)cc(COC(=O)c3cccc(NC(=O)COc4ccccc4C)c3)nc2s1,-4%
O=C(O)c1ccccc1-c1ccccc1C(=O)Nc1ccc2c(c1)C(=O)c1ccccc1-2,0%
c1csc(-c2nc3ccccn3c2Nc2ccc3c(c2)OCCO3)c1,-4%
CCOC(=O)[C@]12CCC=C1N(Cc1cccc3ccccc13)C(=O)[C@H](CC(=O)NCc1cccc(C(F)(F)F)c1)C2,-5%
Cc1ccc(S(=O)(=O)N(C)C[C@@H]2OCCCC[C@@H](C)Oc3ccc(NS(=O)(=O)c4c(C)noc4C)cc3C(=O)N([C@H](C)CO)C[C@@H]2C)cc1,0%
COc1ccc(N2CCN(c3oc(/C=C/c4ccccc4OC)nc3C#N)CC2)cc1,-6%
C=Cc1ccc(CSc2nc(-c3ccccc3C)nc3c2Cc2c(CO)cnc(C)c2O3)cc1,7%
Cc1ccc(C)c(N2CCN(S(=O)(=O)c3cc(Br)cc4c3N(C(=O)C3CC3)CC4)CC2)c1,4%
CN(CCOc1ccc(Cl)cc1)C(=O)c1cccc(S(=O)(=O)N2CCN(c3ccccc3)CC2)c1,-2%
CC(=O)N1c2ccc(S(=O)(=O)N3CCCCCC3)cc2CC1C(=O)NCc1ccc(Cl)cc1 (stereo not drawn),-4%
COc1ccc(-n2c3c(cc(-c4nc(-c5ccc(Cl)cc5)cs4)c2=O)C(=O)CC(C)(C)C3)cc1Cl,-1%
COCOc1cccc(CN2CCC2(C)C(=O)Nc2cc(OC)ccc2OC)c1 (stereo not drawn),-1%
Cc1ccccc1N1CC(c2nnc(NC(=O)c3ccco3)s2)CC1=O (stereo not drawn),-2%
CN1C[C@@H]2[C@@H]3C(=O)N(Cc4ccccc4)C(=O)[C@@H]3[C@](C)(C1=O)N2C(=O)c1ccc(Br)cc1,2%
COc1ccc(NC(=O)CSc2nc(C)cc(C)c2C(=O)Nc2cccc(C)c2)cc1,-2%
Cc1ccc(NC(=O)CSc2nccn2Cc2ccc3c(c2)OCO3)c(C)c1,-4%
Cc1ccc(SC[C@H](C)CN2CCC(NC(=O)OCc3ccccc3)CCC2=O)cc1 (stereo partly drawn),-10%
Clc1cccc(-n2ncc3c(NCCC4=CCCCC4)ncnc32)c1,-3%
O[C@@H]1CN(CC2CCCCC2)[C@@H](c2ccccc2)C[C@H]1n1cc(-c2ccc(F)cc2)nn1,0%
O=c1c(CCc2ccccc2)nc2cncnc2n1-c1ccccc1,-5%
CCOC(=O)Cn1c(=O)n(C2CCCCC2)c2nc(-c3ccccc3Cl)nc(C(N)=O)c21,-2%
COc1ccc([N+](=O)[O-])c(C=CC(=O)c2ccccn2)c1,-2%
Cc1ccc(S(=O)(=O)c2cc3cc(C(=O)O)ccc3oc2=O)cc1,2%
CCOc1ccc(-c2cc(NC(=O)Nc3ccc(Cl)cc3)c(C(=O)OC)s2)cc1,-9%
Cc1cc(C)n(-c2nc3cc(Cl)c(Cl)cc3nc2Nc2c(C)cccc2C)n1,3%

Copied from the listing for reference:
compound,Tb PYK inh
O[C@@H]1CN(CC2CCCCC2)[C@@H](c2ccccc2)C[C@H]1n1cc(-c2ccc(F)cc2)nn1,0%
O=c1c(CCc2ccccc2)nc2cncnc2n1-c1ccccc1,-5%
CCOC(=O)Cn1c(=O)n(C2CCCCC2)c2nc(-c3ccccc3Cl)nc(C(N)=O)c21,-2%
COc1ccc([N+](=O)[O-])c(C=CC(=O)c2ccccn2)c1,-2%
Cc1ccc(S(=O)(=O)c2cc3cc(C(=O)O)ccc3oc2=O)cc1,2%
CCOc1ccc(-c2cc(NC(=O)Nc3ccc(Cl)cc3)c(C(=O)OC)s2)cc1,-9%
Cc1cc(C)n(-c2nc3cc(Cl)c(Cl)cc3nc2Nc2c(C)cccc2C)n1,3%

More entries:
compound,Tb PYK inh
CCOC(=O)[C@]12CCC=C1N(Cc1cccc3ccccc13)C(=O)[C@H](CC(=O)NCc1cccc3ccccc13)C2,2%
Cc1cccnc1C(c1ccc(F)cc1)N(C)C(=O)C1CCN(CCOc2ccc(Cl)cc2Cl)CC1 (stereo not drawn),-4%
COc1ccc(Cl)cc1NC(=O)CSc1nc2ccccc2c2nc(-c3ccccc3)nn12,4%
CCOc1ccc(NC(=O)c2oc(=O)c3ccccc3c2-c2ccc(C)cc2)cc1,6%
CCc1ccc(-c2[nH]c3c(c2-c2c(-n4cccc4)n(C)c(=O)n(C)c2=O)c(=O)n(C)c(=O)n3C)cc1,1%
Cc1ccc(C(=O)N(Cc2ccco2)c2c(N)n(Cc3ccccc3)c(=O)[nH]c2=O)cc1,-7%
Cc1cccn2c(=O)c3cc(C(=O)NCc4ccccc4Cl)sc3nc12,2%
COc1cccc(Nc2nc(C(N)C(C)C)cs2)n1 (stereo not drawn),3%
COc1c(Cl)cc(Cl)cc1/C=C(\C#N)c1nc(-c2ccc(Cl)cc2)cs1,-1%
CCn1c(C)c(C)c2cc(C(=O)NCc3ccc(OC(C)C)cc3)ccc21,0%[15.4 µM]
CCN1CCN(C(c2ccc(OC)cc2)c2c(O)cc(C)n(CCOC)c2=O)CC1 (stereo not drawn),-5%
CCOc1ccccc1N(C)C(=O)c1nn(-c2ccc(C)cc2)c(=O)c2c1c1ccccc1n2C,3%
CNC(=O)Oc1c(C)[nH]ccc1=O,0%
CCN(CC)CCN(C(=O)c1ccco1)c1nc2c(C)c(C)ccc2s1,-3%
CC(C)c1ccc(OC(=O)c2cc(-c3ccc(Cl)cc3)on2)cc1,3%
CCCCCC(=O)N1C[C@@H](O)[C@H](n2cc(COC(=O)c3ccccc3)nn2)C[C@@H]1c1ccccc1,-5%
COc1cccc(C(=O)Nc2ccc3nc(SCc4ccc(C)cc4)sc3c2)c1,2%
Cc1cccnc1C1=NOC(Cc2ccccc2)C(=O)N1Cc1ccc2c(c1)OCO2 (stereo not drawn),-6%
N#Cc1ccc(CN2CC[C@@]3(CCCN(C(=O)c4cc(C(F)(F)F)cc(C(F)(F)F)c4)C3)C2)cc1,-10%
CCN(CC)CCNC(=O)c1ccc(-c2nc(CN3CCc4ccccc43)c(C)o2)cc1,-4%
Cc1ccc(-c2csc(=Nc3ccccc3)n2Cc2ccc3c(c2)OCO3)cc1,0%
Cc1cccc(NC(=O)CSc2cn(CC(=O)N3CCCCCC3)c3ccccc23)c1,3%
Cc1ccc(OCC(=O)N2CCN(Cc3ccc(F)cc3)CC2)cc1,5%
CCNC(C)Cc1ccc2c(c1)OCO2 (stereo not drawn),6%[157 µM]
OC(c1ccc(Cl)c(Cl)c1)c1ncc(-c2ccccc2Cl)[nH]1 (stereo not drawn),-3%
COc1ccccc1NC(=O)CSC1=Nc2ccccc2C2=NC(CC(=O)NCc3ccco3)C(=O)N12 (stereo not drawn),-14%
CCOC(=O)C1=C(COC(=O)c2ccc(Br)c(S(=O)(=O)N3CCOCC3)c2)NC(=O)NC1C (stereo not drawn),4%
CC(C)=CCC[C@H](C)C[C@@H]1Cc2[nH][nH]c(=O)c2[C@H](c2ccc(F)cc2)O1,-3%
Cc1cc(C)cc(NC(=O)NCCn2nnc3cc(S(=O)(=O)N(C)C)ccc32)c1,3%
CCc1ccc(NC(=O)Cn2nnc(-c3ccccc3N)n2)cc1,-2%
C=Cc1ccc(Cn2c(C)c(C(=O)NCc3ccc(Cl)c(Cl)c3)sc2=O)cc1,5%
CC1(C(=O)Nc2ccc3c(c2)OCCO3)CCN1C(=O)c1cccc(F)c1 (stereo not drawn),-4%

An excerpt from above in order of SMILES length, rising:
compound,Tb PYK inh
OC(c1ccc(Cl)c(Cl)c1)c1ncc(-c2ccccc2Cl)[nH]1 (stereo not drawn),-3%
CC1(C(=O)Nc2ccc3c(c2)OCCO3)CCN1C(=O)c1cccc(F)c1 (stereo not drawn),-4%
COc1ccccc1NC(=O)CSC1=Nc2ccccc2C2=NC(CC(=O)NCc3ccco3)C(=O)N12 (stereo not drawn),-14%

The list continues.
compound,Tb PYK inh
O=C1C(=O)N(C2CCNCC2)CCN1Cc1ccccc1,-3%
Cc1cc2c(cc1S(=O)(=O)NCc1ccc(F)cc1)n(C)c(=O)c(=O)n2C,2%
Cc1cc2oc(C(=O)Nc3sc4c(c3C(=O)NCC3CCCO3)CCCC4)cc(=O)c2cc1C (stereo not drawn),-2%
C[C@@H]1CN([C@H](C)CO)C(=O)CCCn2cc(nn2)CO[C@H]1CN(C)S(=O)(=O)c1ccc(F)cc1,3%
COCCNc1nc(NCc2cnc(C)cn2)c2sccc2n1,-7%
Clc1cccc(-n2ncc3c(NCCc4ccccc4)ncnc32)c1,5%
CCCCn1c(=O)c2oc3ccccc3c2n(CC(=O)Nc2cccc(Cl)c2)c1=O,0%
CC1(C(=O)NS(=O)(=O)c2cccc(C#N)c2)CCN1C(=O)c1ccccc1CCc1ccccc1 (stereo not drawn),6%
COc1ccc(Cc2c(-c3ccc(C)cc3)nc3c4ccccc4ccn23)c(C)c1,3%
O=C1Nc2ccc(Br)cc2/C1=C/C(=O)c1ccccc1,4%
CCOC(=O)c1cnc2c(ccc3ccccc32)c1Nc1ccccc1OC,-3%
O=C(Nc1ccccc1)C1=C[C@H](C2CCCCC2)C[C@H](OCCCCO)O1,0%
CCCCOc1ccc(C2c3c(-c4ccccc4O)n[nH]c3C(=O)N2Cc2ccncc2)cc1OC (stereo not drawn),-9%
CC(=O)O[C@H](C)OC(=O)[C@@H](C)c1ccc(-c2ccccc2)c(F)c1,-7%&-5%
CC1(C(=O)NS(=O)(=O)c2ccc(Cl)cc2)CCN1C(=O)C1(c2ccccc2)CCCC1 (stereo not drawn),-8%
C#CCOCCOCCOCCNc1nc(N2CCN(C(=O)Cn3cc(CCO)nn3)CC2)nc(N2CCN(C(=O)[C@H](CCCCN)n3cc(CC(C)O)nn3)CC2)n1 (stereo partly drawn),-3%
COc1ccc(-c2cn3c(n2)sc2cc(C(=O)NCCc4ccccc4)ccc23)cc1,5%
O=C(Nc1ccccc1)Nc1nnc([C@H]2C[C@H](O)[C@@H](CO)O2)s1,2%
O=C(CN1CCN(c2ccc(Cl)cc2)CC1)Nc1ccc(F)cc1F,-4%
COc1ccc(C(O)c2nc(-c3cnc4ccccc4c3)cs2)cc1 (stereo not drawn),1%

Assay outcomes from PubChem.
